# GALK inh: galactokinase (human) inhibition. P51570. Purified GALK, Kinase-Glo residual ATP luminescence. Potency, µM (doses to about 57.5 µM), for inactives: top-dose activity change, negative = inhibition, actives largely listed as inhibitors. hit rate 0.007% among 270,000; further: potency means the concentration at half of the fitted maximal effect; on the % scale 0 is the no-effect control and ±100 the full control effect
#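 Quantitative HTS: GALK 5 nM, ATP 35 uM, galactose 100 uM, 1 h room temperature, then luciferase-based ATP detection.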
# FBPA coupling cs: counter-screen for Giardia aldolase inhibitors: coupling enzyme system | activity change, negative = inhibition, % at 58.2 µM, hits read low | hit rate 0.67% among 290,000 | coupling enzyme system counterscreen, AmpLite Red fluorescence | AID 2472; in the data active means activity change below about -30%; further: on the % scale 0 is the no-effect control and ±100 the full control effect
#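 Compounds tested against the coupling enzymes alone at 57.5 uM final; readout was AmpLite Red fluorescence (525/598 nm) after 20 min at RT.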
# Tb PFK block: T. brucei PFK enzyme inhibition; Potency, µM (highest dose often 57.5 µM), for inactives: at the highest dose activity, negative = inhibition, actives largely listed as inhibitors; T. brucei PFK, ADP-Glo luminescence; hit rate 0.17% among 330,000; O15648;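 further: potency means the concentration at half of the fitted maximal effect; 0% = uninhibited 1x PFK enzyme wells and -100% = no-enzyme wells; nearly all actives have a fitted effect of over 60% in size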
#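 Activity is normalized to no-enzyme wells (full inhibition) and 1.25 nM enzyme wells (no inhibition). Reaction: 0.5 mM F6P, 0.1 mM ATP, 45 min RT, ADP-Glo luminescence; concentration-response curves fitted and classed by quality.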
# TCR act: activates T cell receptor signaling; primary human leukocytes, anti-CD3, IL-2 HTRF, 48 h; Potency, µM (series often up to 9.22 µM), for the others: at the highest dose activation of IL-2 secretion, most hits filed as activators; 330,000 tested, under 10 active; AID 504894; further: % of control where 0% means no effect
#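 Compounds are tested in HTS on primary human leukocytes co-incubated with a-CD3 beads for 48 hr. IL-2 output is measured by time-resolved FRET.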
# Chronic BCR inh: blocks chronic active B-cell receptor signaling | Potency, µM (highest dose often 46.1 µM), for the others: top-dose ratio change, negative = lower green/red ratio, actives largely listed as inhibitors | ABC-DLBCL IkBa-CBG/CBR reporter, luminescence ratio, 4 h | hit rate 0.05% among 340,000 | AID 493014; active means well fitted inhibition curve with a large enough effect in the signal ratio, with a control signal flat, not every such curve was filed as active; inconclusive means small, poorly fitted or top-dose-only effect, or effect the other way, or a change in a side signal; the % refers to the signal ratio;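 further: potency means the concentration at half of the fitted maximal effect; plate controls were basal doxycycline-induced cells for no effect and cells given 10 µM MG132 for full effect; MG132 reads +100%, hits lower the ratio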
#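 TMD8 human ABC-DLBCL cells with doxycycline-inducible IκBα–green luciferase fusion and unfused red luciferase, in 0.5% FBS medium; compounds up to 46 uM, 4 h at 37C. Green/red luminescence ratio, filter-overlap corrected, fitted to concentration-response curves.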
# Giardia killer: Giardia lamblia killing. Giardia lamblia trophozoite viability. activity change, % at 7.66 µM, hits read low. hit rate 0.15% among 340,000. AID 540267; in the data active means activity change below about -80%; inconclusive means between about -30% and that limit;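 further: parasites exposed to compound for two days anaerobically before the ATP read; on the % scale 0 is the no-effect control and ±100 the full control effect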
#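 Media and compound were dispensed first, then trophozoites at 100 cells/well; plates sat 48 hrs at 37 deg C without oxygen before ATP luminescence reagent was added and read after 15-30 min at room temperature.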
# MLL CXXC-DNA inh: inhibitors of human MLL CXXC domain-DNA interaction; Q03164; MLL-CXXC / FITC-HOXA9 DNA fluorescence polarization; Potency, µM (highest dose often 115 µM), for inactives: top-dose activity change, negative = inhibition, most hits filed as inhibitors; hit rate 0.037% among 290,000; AID 2662; active means well fitted inhibition curve with a large enough effect in the polarisation, with a control signal flat, not every such curve was filed as active; inconclusive means small, poorly fitted or top-dose-only effect, or effect the other way, or a change in a side signal; inactive means no such curve, though single readings can be large or run the other way; the % refers to the polarisation; further: potency means the concentration at half of the fitted maximal effect
#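 Fluorescence polarization: 7 uM MLL-CXXC (stock) preincubated 5 min with compounds, then 50 nM fluorescein-HOX-A9 DNA (stock) added; 30 min ambient. Buffer 50 mM Tris-HCl pH 7.5, 50 mM NaCl, 1 mM DTT, 0.05% BSA.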
# AT treatment: potential ataxia-telangiectasia treatments restoring KAP-1 phosphorylation; […] A-T fibroblasts, KAP-1 phosphorylation AlphaLISA; neocarzinostatin DNA damage 30 min before lysis; Potency, µM (doses to about 57.5 µM), for inactives: top-dose activation, most hits filed as activators; hit rate 0.19% among 320,000; AID 485349; further: potency means the concentration at half of the fitted maximal effect; % of control where 0% means no effect; nearly all actives have a fitted effect of over 45% in size
#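 hTERT-immortalized A-T patient fibroblasts ([…]), 500 cells/well in OPTI-MEM, 1% FBS, got compounds for 60 min, then NCS for 30 min at 37C. Lysates were then assayed for phospho-KAP-1 by AlphaLISA (anti-pKAP1 donor, anti-KAP1 acceptor beads), 6 hr at 25C.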
# TSHR antagonist: antagonists of human thyroid stimulating hormone receptor | P16473 | activity change, negative = inhibition, % at 11.5 µM | TSHR-expressing cells, TSH-stimulated cAMP HTRF, 2 h; active compounds read low | AID 504810 | hit rate 0.2% among 330,000;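 active means activity change below a set negative limit, meaning inhibition stronger than a set level, cut at about -70% in these data; inconclusive means activity change between two set negative limits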; further: on the % scale 0 is the no-effect control and ±100 the full control effect
# Target sequence (P16473 whole entry, looked up): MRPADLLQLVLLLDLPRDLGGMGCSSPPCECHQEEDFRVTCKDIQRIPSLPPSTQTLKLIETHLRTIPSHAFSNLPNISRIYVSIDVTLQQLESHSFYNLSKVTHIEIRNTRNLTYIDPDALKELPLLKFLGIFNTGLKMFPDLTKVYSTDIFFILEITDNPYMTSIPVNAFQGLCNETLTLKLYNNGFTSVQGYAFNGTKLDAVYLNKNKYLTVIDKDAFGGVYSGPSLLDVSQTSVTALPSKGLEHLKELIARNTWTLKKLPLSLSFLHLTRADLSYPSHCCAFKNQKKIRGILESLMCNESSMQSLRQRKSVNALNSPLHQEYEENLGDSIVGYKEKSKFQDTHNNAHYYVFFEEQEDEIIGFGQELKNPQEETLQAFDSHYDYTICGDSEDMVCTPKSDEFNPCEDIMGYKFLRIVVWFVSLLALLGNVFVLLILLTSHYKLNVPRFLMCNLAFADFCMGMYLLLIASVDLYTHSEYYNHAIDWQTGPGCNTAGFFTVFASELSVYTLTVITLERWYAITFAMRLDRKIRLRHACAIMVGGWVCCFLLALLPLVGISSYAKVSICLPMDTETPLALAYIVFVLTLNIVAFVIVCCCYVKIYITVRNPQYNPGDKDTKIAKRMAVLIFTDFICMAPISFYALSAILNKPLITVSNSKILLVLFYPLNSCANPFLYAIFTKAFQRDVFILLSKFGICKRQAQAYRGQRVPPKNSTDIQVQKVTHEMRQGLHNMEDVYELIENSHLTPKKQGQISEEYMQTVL
#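 Cell-based HTRF cAMP assay; TSHR cells + compound, TSH EC80 (4nM final), 2 h, 37 deg C. Lysis with anti-cAMP cryptate and cAMP-d2, 30 min RT, read 665/620 nm.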
# KCNH2 WT inh: blocks the wildtype human KCNH2 potassium channel | U2OS, BacMam KCNH2, thallium flux FluxOr; active compounds read low | Q12809 | hit rate 0.37% among 340,000 | activity change, % at 1.84 µM;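 active means maximum activity change below -70%; inconclusive means maximum activity change between -70% and -50%; inactive means maximum activity change above -50%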; further: on the % scale 0 is the no-effect control and ±100 the full control effect
#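 U2OS cells were transduced with wild-type KCNH2 virus (2.03 x 10^8 / mL) for 4 h at room temperature, then cultured overnight at 37 C. Thallium flux was read with FluxOr dye. Rate constants were normalized to DMSO controls.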
# An asterisk follows results filed as active; u = inconclusive; x = not tested or not shown; [ ] = remark or other dose. Unless noted, the call rests on the fitted dose curve; in most records, active means well fitted curve in the direction sought with a large enough effect; inconclusive means small, poorly fitted or top-dose-only effect, or another doubt; inactive means no such curve, though single readings can be large; an effect the other way counts as inactive or inconclusive. Random draw from the library; 1.6% or so of the library scored in one or more.
SMILES,GALK inh,FBPA coupling cs,Tb PFK block,TCR act,Chronic BCR inh,Giardia killer,MLL CXXC-DNA inh,AT treatment,TSHR antagonist,KCNH2 WT inh
COCCNC(=O)c1ccc(Cn2c(SCC(=O)NCC3CCCO3)nc3ccc(Br)cc3c2=O)cc1 (stereo not given),2%,0,-7%,-8%,u,0,-4%,-3%,16,-1
COc1ccc(CCNC(=O)c2ccccc2NS(=O)(=O)c2c(F)cccc2F)cc1,7%,8,1%,3%,11%,1,12%,-2%,-6,-7
N#CCc1ccc(NC(=O)c2ccc(S(=O)(=O)N3CCCC3)cc2)cc1,-2%,-2,7%,1%,12%,-18,-3%,10%,7,0
Cc1ccc(NC(=O)CCn2c(=S)oc3ccccc32)cc1F,x,3,0%,0%,u,11,4%,-14%,-4,0
O=C(O)CSc1nnc(Cc2ccccc2)n1-c1ccccc1,-5%,9,15%,13%,12%,21,12%,7%,0,-2
Cc1ccc(OCC(=O)Oc2c(C)cccc2C)cc1,0%,-1,3%,3%,7%,7,4%,4%,-7,-25
O=C(C(NS(=O)(=O)c1cccs1)c1ccccc1)N1CCN(c2ccccc2F)CC1 (stereo not given),-2%,0,6%,x,u,-15,10%,-2%,-3,2
CC(=O)Nc1ccc(S(=O)(=O)Nc2cccn(Cc3ccc(C)cc3)c2=O)cc1,-1%,-4,-4%,4%,2%,8,-1%,0%,-9,26
Cc1ccnc(NC(=O)c2ccc3c(c2)OCO3)c1,22%,-18,-26%,-1%,u,u,18%,1%,1,-7
COC(=O)C1(C)NC(c2ccc(O)cc2)C2C(=O)N(c3ccc(F)cc3)C(=O)C21 (stereo not given),7%,-3,-2%,x,4%,1,0%,4%,22,6
COCC1CCN(C(=O)c2ccc(OC)c(OC3CCN(C(C)C)CC3)c2)CC1,-7%,x,2%,-2%,8%,15,-3%,9%,8,-15
CC(C)C(=O)Nc1ccc(NC(=S)NC(=O)c2ccccc2F)cc1,3%,-2,-14%,3%,-4%,-16,11%,5%,9,-7
O=C(CCC(=O)Nc1cccc(C(F)(F)F)c1)NCC1CCCO1 (stereo not given),-1%,-2,1%,-2%,-7%,-1,-1%,12%,0,-2
CC(C)c1nnc(NC(=O)CCC(=O)N2CCN(c3ccc(F)cc3)CC2)s1,-3%,x,-6%,-8%,-1%,-12,12%,-6%,2,-1
COc1ccc(C(=O)Cc2cc3ccccc3oc2=O)cc1,3%,4,-4%,-3%,-1%,6,u,-1%,1,x
O=C(NC[C@H]1CCCO1)c1cccc2c1C(=O)c1ccc(-c3ccc(F)cc3OCc3ccccc3)cc1S2(=O)=O,x,x,13%,-6%,4%,-8,x,8%,-1,3
CCc1ccc(-c2cc(C(=O)NN3CCOCC3)c3ccccc3n2)s1,-3%,-1,2%,-9%,u,-10,6%,-5%,39,-3
COc1ccc(S(=O)(=O)n2cnc3ccccc32)c(C)c1,-3%,1,0%,5%,-6%,11,3%,9%,-81*,4
O=C(COc1c(Br)cc(Br)cc1Br)N/N=C/c1ccco1,4%,x,-4%,-1%,-3%,-17,1%,-3%,-2,15
N#C/C(=C/c1cn(-c2ccccc2)nc1-c1cccc(S(=O)(=O)N2CCOCC2)c1)C(=O)NCc1ccco1,0%,0,-2%,-1%[46.1 µM],1%,10,3%,-6%,24,-7
O=C(OCC(=O)N(C1CCCCC1)C1CCCCC1)c1ccncc1,-4%,0,-4%,0%,11%,-3,-5%,0%,2,-8
COC(=O)c1cc(OC)c(OC)cc1NC(=O)C1CCCO1 (stereo not given),0%,4,-1%,-4%,u,5,-3%,x,4,2
O=C(O)c1cccc(CSc2ncn[nH]2)c1,1%,6,8%,-4%,-16%,-12,-10%,28%,4,29
Cc1nc2c(C#N)cnn2c2c1CCNN2C,3%,-5,-6%,0%,-7%,0,u,-5%,3,-1
O=C(CSc1n[nH]c(-c2ccccc2)n1)Nc1ncccn1,-2%,-1,0%,7%,u,-6,u,4%,-3,-2
Cc1c(C(=O)Nc2nc3ccccc3[nH]2)oc2c(Cl)cccc12,-1%,4,1%,-9%[46.1 µM],u,4,-2%,x,-3,-10
COc1ccc(CNC(=O)[C@H](C)NC(=O)C2CCN(C(=O)[C@H](CCSC)NC(=O)OC(C)(C)C)CC2)cc1,x,0,-1%,-4%,-2%,-4,2%,-14%,0,-2
CC(NC(=O)c1cc2c(s1)CCCC2)C(C)(C)C (stereo not given),-1%,-3,-5%,1%,u,-6,0%,7%,-2,4
Cc1cccc(OCC(=O)N=Nc2c(O)[nH]c3ccc([N+](=O)[O-])cc23)c1,1%,-15,-1%,-2%,u,15,-1%,-6%,8,2
Cc1ccc(C(=O)c2ccc(C)cc2)cc1,1%,0,4%,-3%,4%,-3,8%,0%,16,0

# Whole records, quoted from the list. Screens in order: GALK inh, FBPA coupling cs, Tb PFK block, TCR act, Chronic BCR inh, Giardia killer, MLL CXXC-DNA inh, AT treatment, TSHR antagonist, KCNH2 WT inh
# COCC1CCN(C(=O)c2ccc(OC)c(OC3CCN(C(C)C)CC3)c2)CC1 in the list: -7%, x, 2%, -2%, 8%, 15, -3%, 9%, 8, -15
# Cc1ccnc(NC(=O)c2ccc3c(c2)OCO3)c1 in the list: 22%, -18, -26%, -1%, u, u, 18%, 1%, 1, -7
# COC(=O)C1(C)NC(c2ccc(O)cc2)C2C(=O)N(c3ccc(F)cc3)C(=O)C21 (stereo not given) in the list: 7%, -3, -2%, x, 4%, 1, 0%, 4%, 22, 6
# CC(C)C(=O)Nc1ccc(NC(=S)NC(=O)c2ccccc2F)cc1 in the list: 3%, -2, -14%, 3%, -4%, -16, 11%, 5%, 9, -7

# Other records
SMILES,GALK inh,FBPA coupling cs,Tb PFK block,TCR act,Chronic BCR inh,Giardia killer,MLL CXXC-DNA inh,AT treatment,TSHR antagonist,KCNH2 WT inh
C=CCNC(=S)NNC(=O)c1cccn(Cc2cccc(Cl)c2)c1=O,-1%,0,-23%,-1%,-3%,5,7%,3%,7,0
CN(CC(=O)Nc1ccc(Cl)c(C(F)(F)F)c1)C(=O)Cc1n[nH]c(=O)c2ccccc12,x,x,-17%,2%,-2%,-12,x,7%,3,-15
O=C(CCCCCn1c(=S)[nH]c2cc3c(cc2c1=O)OCO3)N1CCN(c2ccc(F)cc2)CC1,-1%,x,1%,-11%,2%,20,38%[activator],15%,0,4
Cc1ccc(CSCCNS(=O)(=O)c2ccc([N+](=O)[O-])cc2)cc1,-2%,0,0%,-5%,4%,2,-2%,9%,6,3
COc1ccc(S(=O)(=O)N2CCC(C(=O)NCC3CCCO3)CC2)cc1Cl (stereo not given),-3%,-1,1%,9%,2%,29,9%,0%,4,-1
CN1CCC(N(C)CC(O)c2ccccc2)CC1 (stereo not given),10%,1,2%,11%,u,3,2%,3%,4,-1
O=C(C[C@H]1C[C@H](C(=O)N2CCCCC2)[C@@]2(CCc3ccccc3)c3[nH]c4cc(-c5ccco5)ccc4c3CCN2C1=O)NCCC1=CCCCC1,x,x,-17%,0%[46.1 µM],-1%,14,x,9%,8,-7
COc1ccc(CN(C(=O)c2ccc3c(c2)OCCO3)C(C(=O)NC2CCCCC2)c2ccc3ncccc3c2)cc1 (stereo not given),3%,-1,-2%,-15%,-13%,9,3%,8%,-3,-1
Cc1cc(S(=O)(=O)NC2CCCCC2)ccc1OCC(=O)NCc1ccccn1,0%,1,-1%,1%,0%,0,-7%,x,7,-11
O=C(NCCc1c[nH]c2ccccc12)C(=O)NCC1OCCN1S(=O)(=O)c1ccccc1 (stereo not given),-4%,1,-8%,-3%,-11%,45[activator],10%,0%,6,-10
CC1CC(C)CN(CCCSc2ccccc2)C1 (stereo not given),1%,-1,-17%,-7%[46.1 µM],2%,-17,0%,10%,-10,6
O=S(=O)(Cc1ccccc1)N1CCn2c(nc3ccccc32)C1,3%,1,2%,-2%,-5%,15,-5%,2%,4,3
CCC(C)NC(=O)CN1C(=O)NC2NC(=O)NC21 (stereo not given),1%,2,4%,-2%,-6%,0,0%,-7%,-6,9
O=c1[nH][nH]c(-c2ccccc2)c1C=Nc1ccc(F)cc1F,1%,5,-2%,2%,0%,-22,6%,-5%,27,9
CC(C)CC(c1nnnn1C1CCCC1)N1CCN(C(=O)c2ccco2)CC1 (stereo not given),1%,4,2%,1%,12%,14,-17%,-5%,7,2
CCOc1cc(/C=C2/C(=O)NN(c3cccc(Cl)c3)C2=O)ccc1O,-7%,-3,15%,-4%,3%,-15,u,12%,-9,-2
c1ccc(OCc2nnc3sc(-c4cccs4)nn23)cc1,-3%,-5,-1%,9%,-9%,2,-1%,1%,-4,-7
O=C(CSc1nnc2ncccn12)Nc1cccc2ccccc12,7%,3,-1%,0%,-6%,-8,7%,-1%,7,1
CN(Cc1ccccc1)C(=O)c1ccc(S(=O)(=O)N(C)c2ccccc2)cc1,x,x,-3%,x,2%,-28,x,5%,x,-6
COc1cccc(Nc2ccc(-n3ccnc3)nn2)c1,1%,0,3%,-1%,-5%,3,7%,3%,-5,3

# High-throughput results from PubChem BioAssay.
